Assay outcomes as filed in PubChem BioAssay.
MEX-5 binding – C. elegans MEX-5 TCR-2 RNA binding activity | activity score (negative = inhibition of binding), % at 10 µM | 300,000 compounds, 0.38% hits | AID 1832 | MEX-5/FITC-TCR2 RNA binding, fluorescence polarization; active compounds read low | Q9XUB2;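 active means inhibition past about -25% in most replicates, and total fluorescence under double the plate's negative control median, limit read from the data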;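 further: 0% = DMSO and -100% = 5 µM competing unlabeled TCR2 RNA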
Target sequence (Q9XUB2 whole entry, looked up): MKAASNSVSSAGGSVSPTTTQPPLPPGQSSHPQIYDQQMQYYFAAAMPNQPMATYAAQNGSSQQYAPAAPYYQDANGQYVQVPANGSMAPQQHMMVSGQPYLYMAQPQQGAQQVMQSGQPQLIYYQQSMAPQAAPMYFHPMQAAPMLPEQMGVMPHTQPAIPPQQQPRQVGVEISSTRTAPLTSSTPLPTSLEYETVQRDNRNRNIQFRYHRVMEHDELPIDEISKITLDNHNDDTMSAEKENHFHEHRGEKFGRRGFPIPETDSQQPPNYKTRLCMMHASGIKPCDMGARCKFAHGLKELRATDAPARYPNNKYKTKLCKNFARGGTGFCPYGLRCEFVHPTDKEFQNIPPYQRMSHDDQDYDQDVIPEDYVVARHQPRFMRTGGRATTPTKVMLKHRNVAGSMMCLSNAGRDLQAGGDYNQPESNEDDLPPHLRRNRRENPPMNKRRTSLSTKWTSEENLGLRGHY
MCL1 BIM primary – inhibitors of human MCL1 binding to BIM-BH3 peptide | Q07820 | GST-MCL1 / FITC-Bim-BH3 fluorescence polarization | inhibition, % at 10.9 µM | 320,000 compounds, 0.68% hits;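 active means inhibition above the mean inhibition of all tested compounds plus 3 SD, set per campaign, cut at about 40% in these data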;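 further: 0% = DMSO wells and 100% = unlabeled Bim-BH3 peptide control; higher means more loss of mP so more displacement of Bim peptide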
Target sequence (Q07820 whole entry, looked up): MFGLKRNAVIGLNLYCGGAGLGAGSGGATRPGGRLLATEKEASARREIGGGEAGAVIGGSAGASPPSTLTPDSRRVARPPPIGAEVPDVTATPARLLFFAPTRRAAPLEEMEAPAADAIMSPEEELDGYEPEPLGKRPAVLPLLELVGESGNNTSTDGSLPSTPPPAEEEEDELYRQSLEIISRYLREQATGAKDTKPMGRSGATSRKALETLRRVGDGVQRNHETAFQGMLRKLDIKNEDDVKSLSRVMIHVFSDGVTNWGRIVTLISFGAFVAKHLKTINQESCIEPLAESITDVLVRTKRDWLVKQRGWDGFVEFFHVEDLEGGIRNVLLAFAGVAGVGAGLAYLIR
VLA-4 inh – inhibition in a human VLA-4 binding assay; P13612; VLA-4 expressing cells, ligand binding flow cytometry; inhibition, % (about 7 µM as worked out from the volumes in the protocol); AID 2557; 330,000 compounds, 0.2% hits; in the data active means inhibition above about 50%
Bcl-xL primary – blocks human Bcl-xL binding to Bim BH3 peptide | GST-Bcl-xL / FITC-Bim BH3 peptide fluorescence polarization | inhibition, % at 10.9 µM | Q07817 | 320,000 compounds, 0.7% hits | AID 2129;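 active means inhibition above the mean of all tested compounds plus 3 SD, cutoff set per campaign, cut at about 30% in these data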;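 further: 0% = DMSO wells and 100% = unlabeled Bim-BH3 peptide competitor; inhibitors lower millipolarization by displacing the labeled peptide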
Target sequence (Q07817 whole entry, looked up): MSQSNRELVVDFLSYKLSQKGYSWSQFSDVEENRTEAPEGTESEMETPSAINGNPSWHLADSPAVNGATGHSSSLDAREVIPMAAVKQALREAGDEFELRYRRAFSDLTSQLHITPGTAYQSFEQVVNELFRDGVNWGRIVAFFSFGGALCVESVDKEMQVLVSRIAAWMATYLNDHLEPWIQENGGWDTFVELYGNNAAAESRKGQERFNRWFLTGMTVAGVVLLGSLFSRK
Fam108B inh – counter-screen for RBBP9 inhibitors: inhibitors of mouse Fam108B; recombinant Fam108B, FP-Rh probe fluorescence polarization; inhibition, % at 9.51 µM; 300,000 compounds, 0.33% hits; AID 1947;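 active means inhibition above the screen mean inhibition plus 3 SD, computed separately per campaign, cut at about 18% in these data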;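 further: inhibitors lower polarization as less probe binds the enzyme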
Efflux pump mplx – antifungal efflux pump inhibition, Nile Red retention; S. cerevisiae Candida pump triplex; inhibition, % at 10 µM; 330,000 compounds, 0.44% hits; AID 485275;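 active means plate passing quality check with inhibition over a set limit, or well fluorescence over plate mean plus 4 SD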;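 further: Nile Red retained in pooled yeast measured as flow cytometry median fluorescence; 0% = buffer negative control and 100% = Enniatin B positive control; higher means more Nile Red kept so more efflux inhibition; some compounds called inactive have numbers as strong as hits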
GRK2 inh – inhibitors of human GRK2 displacing RNA aptamer; 330,000 compounds, 0.59% hits; bead flow cytometry, FAM-aptamer displacement from GRK2; inhibition of aptamer binding, % at 10 µM; P25098; AID 488847;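 active means inhibition of aptamer binding above 40%, roughly 3 SD of noise, on plates passing a quality check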;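 further: median bead fluorescence of bound FAM aptamer so fluorescent compounds give negative values; no value below 0 was filed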
PME-1 inh – PME-1 (human) inhibition | inhibition, % at 5.9 µM | 320,000 compounds, 0.53% hits | Q9Y570 | recombinant PME-1, FP-Rh probe fluorescence polarization;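 active means inhibition above the campaign mean of all compounds plus 3 SD, cut at about 26% in these data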;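 further: competitive labeling of PME-1 active site by serine hydrolase directed probe; 0% = PME-1 with DMSO and 100% = wells lacking PME-1 enzyme; inhibitors block probe labeling so polarization falls and inhibition rises; many of its hits are not listed in these tables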
GLD-1 TGE inh – GLD-1-TGE RNA interaction inhibition (C. elegans) | Q17339 | purified GLD-1 + fluorescein TGE RNA, fluorescence polarization | inhibition, % at 5.96 µM | 320,000 compounds, 0.44% hits;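 active means percent inhibition above a per-plate cutoff, the plate mean of test compounds plus 3 SD, cut at about 30% in these data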;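 further: 0% = DMSO wells with GLD-1 and probe and 100% = wells lacking GLD-1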
Numbers without * were called inactive; · = not tested or not shown. Not all compounds are listed; the hit share may differ from the screen's.

SMILES	MEX-5 binding	MCL1 BIM primary	VLA-4 inh	Bcl-xL primary	Fam108B inh	Efflux pump mplx	GRK2 inh	PME-1 inh	GLD-1 TGE inh
CCCn1c(N)c(N(CCOC)C(=O)CSc2cc(C)c3cccc(C)c3n2)c(=O)[nH]c1=O	·	6	12	5	·	0.0	3	-2	6
CCC(=O)NC(C)c1nc2ccccc2n1C (stereo not drawn)	-0.7	-5	22	-3	3	-0.1	1	-3	1
COc1ccc(C(CC(=O)Nc2ncccc2C)N2Cc3ccccc3C2=O)cc1OC (stereo not drawn)	1.6	-3	18	1	-4	0.1	1	-8	2
O=C(CCCn1c(=O)c2ccccc2n(CC(=O)N2CCN(c3ccccc3)CC2)c1=O)NCc1ccco1	3.3	0	22	2	-1	-0.2	1	-3	1
O=C(CC1CC2CCC1C2)OCC(=O)c1c[nH]c2ccccc12 (stereo not drawn)	-0.9	-4	6	-1	-1	-0.1	0	-5	0
CC(C)CC(=O)NC(=S)Nc1ccccc1C(=O)Nc1ccccc1	0.0	10	10	6	1	0.0	3	0	2
COc1ccc(C)cc1NCc1ccc([N+](=O)[O-])cc1	0.5	0	-7	3	5	-0.1	0	0	0
CS(=O)(=O)N(CC(=O)NCCSCc1ccccc1)c1ccc2c(c1)OCO2	-0.5	-3	-4	3	0	0.1	3	-3	2
CCCCOc1ccc(C(=O)NCCCC(=O)N2CCCCC2)cc1	-0.1	4	7	2	-2	0.1	1	6	5
COc1ccccc1NC(=S)NCC1CCCO1 (stereo not drawn)	2.5	7	3	-6	0	0.1	0	-2	-1
COc1ccccc1CCC(=O)OCC(=O)Nc1cccc(S(=O)(=O)N2CCOCC2)c1	-0.8	2	7	-2	-5	0.1	0	-7	-1
COc1ccc(S(=O)(=O)N2CCN(c3nc(C)cc(C)n3)CC2)cc1	0.7	-4	5	3	-1	0.1	0	7	-1
CC(c1nnc(SCC(=O)N(C)C2CCS(=O)(=O)C2)n1-c1ccccc1)N(C)C (stereo not drawn)	·	-3	18	-1	·	0.0	1	0	-1
Cc1ccc(C)c(S(=O)(=O)N2CCCOC2CNC(=O)C(=O)NCc2ccccn2)c1 (stereo not drawn)	1.4	1	8	1	-1	0.0	3	1	7
C=CCc1c(C)nc2c(C(=O)O)cnn2c1C	2.4	5	-6	5	4	0.0	3	5	1
Cc1cc(N)n2nc(-c3ccccc3)c(-c3ccccc3)c2n1	1.4	9	7	2	5	0.0	0	3	8
CSc1cccc(NS(=O)(=O)c2cccs2)c1	0.8	5	1	-3	-1	-0.3	0	-4	4
O=c1c2[nH]c3cccc(Cl)c3c2ncn1Cc1ccncc1	0.9	4	4	4	-1	0.6	5	1	0
CCN(CC)C(=O)CSc1nsc(SCC(=O)N(CC)CC)c1C#N	·	4	2	-3	-2	0.0	0	-1	3
COCC(C)n1c(C)cc(C(=O)COC(=O)CN=C2NS(=O)(=O)c3ccccc32)c1C (stereo not drawn)	-0.2	5	3	1	12	-0.8	0	-1	-4
CCOCCCn1c(=S)[nH]c2cc(C(=O)N3CCOCC3)ccc2c1=O	3.5	1	8	2	4	0.1	0	-10	-5
O=C(NCc1cccs1)C1CC(=O)N(C2CCCC2)C1 (stereo not drawn)	0.0	9	-3	9	3	0.1	4	4	2
O=[N+]([O-])c1cncc([N+](=O)[O-])c1Nc1cccc(O)c1	-1.1	4	1	1	2	0.1	1	-2	-6
Cc1nn(CCCC(=O)NC2CCC(C)CC2)c(=O)c2nn(-c3ccccc3)c(C)c12 (stereo not drawn)	-1.0	2	0	6	1	0.0	2	-4	4
CC1CCCCC1NC(=O)COc1ccc(-n2cnnn2)cc1 (stereo not drawn)	2.8	-7	7	-5	-3	0.2	0	-3	2

Next section
SMILES	MEX-5 binding	MCL1 BIM primary	VLA-4 inh	Bcl-xL primary	Fam108B inh	Efflux pump mplx	GRK2 inh	PME-1 inh	GLD-1 TGE inh
O=C(c1cc(=O)[nH]c2ccccc12)N1CCN(c2ccccc2)CC1	-0.8	8	-1	6	-3	-0.1	5	-4	4
Cc1nc(N2CCN(C)CC2)[nH]c(=O)c1Cc1cccc2ccccc12	2.2	5	11	7	0	0.0	0	2	5
CCC(=O)c1ccc(N2CCN(C(=O)c3cccc(F)c3)CC2)c(F)c1	3.2	1	14	0	-3	0.2	0	-6	-7
COc1ccc(CCNC(=O)c2cc(S(=O)(=O)N(C)C)ccc2N2CCCC2)cc1	1.3	-6	8	3	2	-0.1	0	11	4
O=C(/C=C/c1ccco1)c1ccc(O)cc1	-1.6	5	14	4	0	0.0	4	1	-2
COc1cc2cnc(-c3ccccc3)c(-c3ccc([N+](=O)[O-])cc3)c2cc1OC	·	-9	12	-5	·	0.0	0	-2	3
COc1ccc(-c2oc3ccc(-c4ccc(OC)nc4)cc3c2C#CC2(O)CCCCC2)cc1	2.2	4	17	7	-12	0.2	2	-15	-1
O=C(Nc1nc(-c2cccs2)c(C(=O)C(F)(F)F)s1)c1ccco1	0.0	1	-4	5	-2	0.1	0	-4	2
CCn1c(SCc2ccc(OC)cc2)nnc1-c1ccncc1	2.1	-3	11	-1	4	0.0	3	-3	-1
COC(=O)C1=CO[C@@H](O[C@@H]2O[C@H](CO)[C@@H](O)[C@H](O)[C@H]2O)C2C1CC(O)O[C@H]2C (stereo partly drawn)	·	·	18	·	·	-0.2	0	·	-2
COc1cc(Br)c(CC(=O)NNC(=O)c2ccc(F)cc2)cc1OC	·	·	-1	·	·	0.0	0	·	0
CCOc1ccc(NC(=O)CN(C)C(=O)c2ccc(C)o2)cc1OCC	2.6	7	17	2	-1	0.4	3	-6	5
O=C(COC(=O)c1cc(Cl)ccc1O)NNC(=O)c1ccccc1F	·	·	10	·	·	-0.1	1	·	-6
O=C(Cc1cc(=O)[nH]c(=O)[nH]1)NCc1ccccc1	0.8	-3	28	3	2	-0.1	1	2	5
O=C1Nc2ccc(F)cc2C12OCCO2	0.1	-2	51*	0	-8	0.1	0	-2	-3
Cc1ccc(CSc2nnc3nc(C)cc(C)n23)cc1	1.2	7	4	0	1	0.0	0	3	-2
Cc1[nH]c(=O)[nH]c(=O)c1S(=O)(=O)Nc1ccc(F)c([N+](=O)[O-])c1	-0.9	·	10	·	·	0.0	3	·	·
Cc1ccc(OCC(=O)NCC(=O)Nc2ccc(F)c(F)c2F)c([N+](=O)[O-])n1	0.1	-2	-16	3	4	-0.3	2	6	4
COc1ccc(C(C)NC(=O)C23CC4CC(CC(C4)C2)C3)cc1 (stereo not drawn)	-1.1	6	11	1	-1	0.0	0	1	8
CC1CN(c2nc(Nc3ccccc3)nc(N)c2[N+](=O)[O-])CC(C)O1 (stereo not drawn)	-0.3	0	-2	7	-2	0.0	0	3	-3
Cc1ccnc(NS(=O)(=O)c2ccc(NC(=O)c3ccc(S(=O)(=O)N4CCOCC4)cc3)cc2)n1	-1.0	4	14	3	2	-0.1	0	-2	3
CC(C)C(C(=O)NCC1CCCO1)N(Cc1cccs1)C(=O)CNS(=O)(=O)c1ccccc1 (stereo not drawn)	-0.3	-4	1	5	1	0.3	1	5	-1
Cc1ccc(-c2nnn(CC(=O)N(Cc3cccs3)C(C(=O)NC3CCCC3)c3ccco3)n2)o1 (stereo not drawn)	-0.7	5	-1	1	1	0.0	2	-3	1
Cc1ccc(S(=O)(=O)Oc2ccc(C3C4=C(CCCC4=O)OC4=C3C(=O)CCC4)cc2)cc1	-0.1	5	4	5	-1	0.0	5	-3	4
CN(C(=O)c1ccc(NC(=O)Cc2cccc(NC(=O)C3CCN(C(=O)CCc4ccccc4)CC3)c2)cc1)C1CCCC1	·	9	-1	5	·	-0.4	0	-2	9

Next part
SMILES	MEX-5 binding	MCL1 BIM primary	VLA-4 inh	Bcl-xL primary	Fam108B inh	Efflux pump mplx	GRK2 inh	PME-1 inh	GLD-1 TGE inh
COc1ccc(/C=C/C(=O)NCc2cnn(C)c2C)cc1COc1ccc(Br)cc1	-0.4	-3	5	0	-7	0.2	37	-13	6
CCOC(=O)c1cnc(SCc2cccc3ccccc23)nc1N	1.4	8	28	4	-11	0.1	0	-15	4
CCc1ccc(CCC(=O)Nc2ccc(S(N)(=O)=O)cc2)o1	-0.3	-2	-4	1	2	-0.2	1	5	6
Clc1ccc(CN2CCN(/N=C/c3cccnc3)CC2)cc1	0.0	1	11	1	-1	-0.1	4	-3	1
CCOc1ccc(S(=O)(=O)NCCC(=O)NC2CCCCC2)cc1	-0.1	10	8	7	2	0.2	0	-2	2
COC(=O)c1sccc1NC(=O)c1ccc(C)cc1	-0.2	-5	9	1	3	0.1	3	-1	-4
COC(=O)c1c(C(=O)OC)c(-c2ccc(C)cc2)n2c1CS(=O)C2 (stereo not drawn)	-1.6	5	1	4	6	-0.2	0	0	0
Cc1ccc(-c2nn3nnnc3c3ccccc23)cc1C	0.4	-6	-11	3	6	0.0	1	0	7
Cc1cccc(NC(=O)NCC(c2cccnc2)N2CCOCC2)c1 (stereo not drawn)	-1.1	6	2	3	6	-0.3	1	2	3
Cc1sc2ncnc(N3CCN(S(=O)(=O)c4ccc(C(C)(C)C)cc4)CC3)c2c1C	·	·	28	·	·	-0.4	2	·	8
O=C(Nn1c(=S)[nH]c2ccccc2c1=O)c1ccncc1	-1.2	12	11	8	3	-0.2	0	2	-2
O=C(Nc1ccncc1)Nc1ccc(F)cc1F	2.1	2	7	1	0	0.1	0	2	-3
CCC(C)NC(=O)c1n[nH]c(=O)c2ccccc12 (stereo not drawn)	2.2	-3	-11	1	0	0.0	1	9	3
O=C(COc1cccc(-n2cnnn2)c1)Nc1ccccc1	1.3	0	6	4	2	-0.2	0	2	2
COC(=O)c1ccc(CN2CCC(CO)(Cc3cccc(OC)c3)CC2)cc1	-3.5	12	24	5	2	0.0	7	-3	6
S=C1CSc2ccccc2N1	0.4	-1	27	3	12	-0.1	3	3	-6
CCOC(=O)c1cn(CC(=O)Nc2ccc(C)cc2)nn1	-0.5	-4	0	4	5	0.1	1	0	-4
CC(=O)c1c(C)[nH]c(C(=O)O)c1C	-1.3	1	-1	5	-7	-0.1	1	-2	2
O=C(Nc1cccc(S(=O)(=O)N2CCOCC2)c1)c1ccccc1[N+](=O)[O-]	·	-7	3	-7	·	0.0	0	3	-1
CCOC(=O)Cc1csc(NC(=O)c2c(-c3c(Cl)cccc3Cl)noc2C)n1	-1.0	1	1	-2	7	-0.1	0	-3	3
O=C(N/N=C\c1ccc(COc2ccc([N+](=O)[O-])cc2)o1)c1ccc(Cl)cc1	0.1	2	6	4	-5	0.0	2	-10	2
Cc1cc(N2CCC(C)CC2)nc(-n2nc(C)cc2C)n1	17	2	7	2	-2	0.0	0	-1	-1
Nc1cc(-c2ccccc2)nn1Cc1ccccc1	-0.1	-9	11	-4	-3	0.1	0	3	4
CN(C)S(=O)(=O)c1ccc(C(=O)NCc2nnc(SCC(=O)N3CCCC3)o2)cc1	-1.4	-3	-7	4	-3	0.1	1	1	6
CC(C)CNC(=O)C1CCCN(C(=O)NCc2ccccc2)C1 (stereo not drawn)	1.2	6	15	11	0	-0.1	0	3	2
CC1(C)Cc2cccc(OCC(=O)NCc3ccccc3F)c2O1	·	0	0	-1	·	0.0	0	6	3
CCN(CC)CCCNc1nc2cc(OC)c(OC)cc2c2nc(-c3cccnc3)nn12	4.4	7	-9	-2	-4	-0.1	25	-4	-6
